DAGLB inh: DAGLB lipase inhibitors, primary screen, biochemical, fluorescence, HTS; hit rate 0.059% among 340,000; HEK293T DAGLB membrane lysate, EnzChek fluorogenic substrate; inhibition, % at 5.17 µM; AID 504411, 2011; Diacylglycerol lipase-beta (Homo sapiens), Q8NCG7; in the data active = inhibition above about 34%;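 note: 0% = enzyme with vehicle and 100% = wells lacking enzyme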
LANA DNA inh: inhibitors of KSHV C-LANA binding to DNA, primary screen, biochemical, fluorescence polarization, FAM-LBS DNA, MBP-C-LANA, single point | AID 504423, 2011 | Kaposi's sarcoma herpesvirus LANA C-terminal domain (residues 932-1162) DNA binding | inhibition, % at 9 µM | hit rate 0.078% among 340,000;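 active = highest replicate inhibition at or above 60% at 9 µM, even if other replicates fall short; inactive = all replicates below 60% inhibition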;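 note: 0% = neutral control wells and 100% = 4 µM acridine orange control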
CAL PDZ FP-1: untagged CAL PDZ binding inhibitors, primary screen, biochemical, fluorescence polarization, HTS; Golgi-associated PDZ and coiled-coil motif-containing protein (Homo sapiens), Q9HD26; purified CAL PDZ, TMR-peptide fluorescence polarization, 1 h; inhibition, % at 24.9 µM; hit rate 0.92% among 300,000; AID 602252, 2012;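 active = mean inhibition of at least 30% with at least half of replicates also reaching 30%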;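 note: 0% = DMSO neutral control and 100% = excess unlabeled competitor peptide PRC23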
Keap1-Nrf2 PPI: Keap1-Nrf2 protein-protein interaction inhibitors, primary screen, biochemical, fluorescence polarization, single point | Kelch-like ECH-associated protein 1 (Homo sapiens), Q14145 | Keap1 Kelch-Nrf2 peptide fluorescence polarization, 1536-well | inhibition, % at 9.4 µM | hit rate 0.15% among 340,000 | AID 504523, 2011; in the data active = inhibition above about 12%;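 note: human Keap1 Kelch domain with fluorescein labeled Nrf2 9mer peptide probe; 0% = neutral control wells and 100% = peptide positive control; higher means more block of Keap1 binding to Nrf2 peptide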
Target sequence (Q14145 whole entry, looked up, the tested form may be a part): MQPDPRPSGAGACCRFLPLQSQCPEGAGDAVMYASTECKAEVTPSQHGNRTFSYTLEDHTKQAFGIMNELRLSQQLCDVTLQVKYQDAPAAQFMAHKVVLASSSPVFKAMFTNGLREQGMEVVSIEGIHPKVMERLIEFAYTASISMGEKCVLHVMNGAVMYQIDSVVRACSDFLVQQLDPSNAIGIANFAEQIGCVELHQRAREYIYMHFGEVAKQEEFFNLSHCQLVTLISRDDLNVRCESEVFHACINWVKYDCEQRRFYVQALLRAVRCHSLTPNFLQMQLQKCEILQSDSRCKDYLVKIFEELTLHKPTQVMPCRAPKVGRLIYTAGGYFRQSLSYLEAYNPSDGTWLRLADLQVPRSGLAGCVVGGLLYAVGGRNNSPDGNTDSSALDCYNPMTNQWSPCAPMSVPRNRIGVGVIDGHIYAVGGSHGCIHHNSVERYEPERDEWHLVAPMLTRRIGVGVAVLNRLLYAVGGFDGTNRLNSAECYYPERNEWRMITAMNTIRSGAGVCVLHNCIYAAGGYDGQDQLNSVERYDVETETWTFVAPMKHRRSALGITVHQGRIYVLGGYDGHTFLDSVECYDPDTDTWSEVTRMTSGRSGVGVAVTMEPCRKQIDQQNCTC
Cardiac RTF inh: cardiac RTF calcium sensitivity inhibitors, primary screen, biochemical, IANBD-TnC fluorescence, EC70 calcium. AID 493244, 2011. Troponin I, cardiac muscle (Homo sapiens) + Troponin T, cardiac muscle (Homo sapiens) + …. hit rate 0.12% among 340,000. inhibition, % at 7.15 µM. IANBD-labeled cardiac RTF, Ca2+ fluorescence;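 active = inhibition above the mean inhibition of all tested compounds plus 3 SD, cut at about 17% in these data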;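 note: assay run at fixed EC70 calcium of 1.6 mM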
DSG3 Ab inh: inhibitors of pemphigus antibody binding to DSG3, primary screen, biochemical, bead-based, flow cytometry, scFv-GFP; DSG3-coupled beads, scFv-anti-DSG3-GFP binding; stronger effect = lower value; binding (percent of control), % at 10 µM; Desmoglein-3 (Homo sapiens), P32926; AID 588358, 2011; hit rate 0.48% among 310,000;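 active = binding more than 3 SD below its plate's average and above zero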; note: some compounds called inactive have numbers as strong as hits
NSD2 inh: NSD2 histone methyltransferase inhibitors, primary screen, biochemical, AlphaScreen, single concentration, set 2; inhibition, % at 12.5 µM; hit rate 0.54% among 310,000; AID 743445, 2014; NSD2 peptide methylation, 120 min; Histone-lysine N-methyltransferase NSD2 (Homo sapiens), O96028; in the data active = inhibition above about 50%
V-ATPase pHluor: regulators of yeast V-ATPase proton pumping, primary screen, pHLuorin cytosolic pH fluorescence | S. cerevisiae | response, % at 10 µM | hit rate 0.37% among 350,000; in the data active = response mostly above about 7.3%, no sharp cut-off; inactive = mostly below about 5.4%; note: actives read high; inactives centre near 0; some compounds called inactive have numbers as strong as hits
Arr AP2 block: inhibitors of beta-arrestin/AP2 binding, primary screen, biochemical, GPCR trafficking, flow cytometry. inhibition, % at 10 µM. hit rate 0.31% among 340,000. FITC-arrestin peptide / GST-AP2 beads; AP2 beta2 appendage carries R879A mutation. beta-arrestin 1 C-terminal peptide binding to AP2 beta2-adaptin appendage (human);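 active = inhibition above a set limit, near 3 SD of compounds lacking own fluorescence, cut at about 54% in these data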;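 note: plate controls were DMSO wells for no effect and 5 µM unlabelled arrestin peptide for full effect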
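Measured by: flow cytometry, FL1 (488/535 nm); Material: AP2 appendage R879A on GSH beads; Evaluation: percent response; Timing: pre-incubation 12 min, peptide binding 1 h, room temperature; Also added: 50 nM FITC-arrestin peptide; Medium: PBS with 0.05% Tween 20 and 0.1% BSA.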
CAL PDZ FP-2: CAL PDZ peptide-binding inhibitors, primary screen, biochemical, fluorescence polarization, Cer-tagged CAL PDZ, HTS; AID 504414, 2011; purified CAL PDZ, TMR-peptide fluorescence polarization, 1 h; inhibition, % at 20 µM; hit rate 0.02% among 330,000;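 active = highest replicate inhibition of at least 40%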;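 note: plate controls were DMSO neutral control wells for no effect and unlabeled competitor peptide control wells for full effect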
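material = purified tagged CAL PDZ domain construct (CerCALP) | buffer or medium = sodium phosphate/NaCl buffer pH 7.4 with TCEP, IgG, Thesit | reagent = TMR-labelled reporter peptide T*-PRC34 bound in PDZ groove | incubation = 1 h room-temperature incubation prior to read | measured by = fluorescence polarization (mP) | evaluation = percent inhibition from loss of millipolarization | control set = unlabelled peptide and DMSO controls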
* = called active by the depositor; · = no result given. A portion of the library, so the mix of outcomes need not match the whole.

SMILES | DAGLB inh | LANA DNA inh | CAL PDZ FP-1 | Keap1-Nrf2 PPI | Cardiac RTF inh | DSG3 Ab inh | NSD2 inh | V-ATPase pHluor | Arr AP2 block | CAL PDZ FP-2
COc1ccccc1C(=O)NC(CCSC)C(=O)NNC(=O)c1ccncc1 (centres undefined) | 2 | 0.8 | 0 | -6 | -1 | 97 | 0 | -3 | 2 | -2.3
CCOc1ccccc1N1CC(O)=C(c2nc3ccccc3s2)C1=N | 4 | 2.2 | -2 | -1 | -12 | 99 | 2 | 5 | -5 | -2.8
Cc1ccc2cc3cc(C(=O)N4CCN(C(=O)c5ccco5)CC4)sc3nc2c1 | -3 | 1.7 | · | -5 | 4 | 98 | 0 | -1 | 13 | -3.2
Cc1ncsc1CCOC(=O)c1ccc(N2CCOCC2)c([N+](=O)[O-])c1 | -4 | 0.7 | 0 | 0 | 0 | 106 | 0 | 2 | -9 | 0.5
COc1ccccc1N=Nc1[nH]c2ccc(C)cc2c1O | 9 | -3.7 | -1 | -1 | -6 | · | 2 | -6 | -4 | -3.0
COC(=O)c1cccc(NC(=O)C2C3CCC(C3)C2C(=O)O)c1 (centres undefined) | 0 | 1.1 | -4 | 3 | -9 | 100 | -1 | 0 | 32 | 0.7
CCOC(=O)c1cnc2ccc(C)cn2c1=O | 1 | -0.7 | 6 | 1 | 1 | 94 | · | 0 | 26 | 0.4
Cc1ccsc1C(=O)OCC(=O)NC1CC1 | -1 | 1.0 | · | -1 | -11 | 102 | -1 | 1 | 5 | -3.1
COc1ccc(C)cc1NC(=O)CNc1ccc(C(C)=O)cc1 | -2 | 2.2 | -3 | -5 | -4 | 104 | -1 | -1 | 29 | -2.4
CCC(C)(C)NC(=O)c1ccc2c(c1)N(CC(=O)NC1CCCC1)C(=O)C(C)(C)O2 | -3 | 0.1 | -2 | -5 | -1 | 95 | -2 | -1 | -1 | -2.1
S=c1[nH]nc(-c2cc(-c3ccco3)[nH]n2)n1-c1cccc2ccccc12 | 3 | 33 | -1 | 7 | -18 | 106 | · | 0 | 10 | -0.2
Cc1cccc(N(C)S(=O)(=O)c2ccc3[nH]c(=O)c(=O)[nH]c3c2)c1 | 2 | -0.9 | 0 | -6 | -1 | 102 | 3 | -2 | 14 | -1.3
O=S(=O)(Nc1ccc(NS(=O)(=O)c2ccccc2)c(Cl)c1)c1ccccc1 | 2 | -1.0 | -2 | -5 | -9 | 101 | 0 | 3 | 10 | -0.1
OCCC1CN(Cc2ccsc2)CCN1C1CCCC1 (centres undefined) | 1 | 4.0 | -5 | -7 | -1 | 110 | 2 | 3 | 9 | -0.5
COc1cc(C2N(C)C(=O)c3ccccc3N2C)ccc1O (centres undefined) | -1 | 2.9 | -2 | -1 | -3 | 90 | -2 | -3 | -18 | ·
COc1ccc(CCNC(=S)Nc2cccc3ccccc23)cc1 | -4 | -0.7 | -4 | -9 | 9 | · | 0 | -1 | -3 | -0.8
CC(=O)Nc1ccc(N/C=C/C(=O)c2ccc(Cl)cc2)cc1 | -3 | -13 | -7 | 5 | -3 | 117 | -3 | 6 | -3 | 1.6
CC(C)(C)C(=O)NC(NC(=S)Nc1ccc(S(N)(=O)=O)cc1)C(Cl)(Cl)Cl (centres undefined) | -4 | 0.4 | -1 | 0 | -6 | 95 | -2 | 3 | -2 | -2.0
CN1CCC(NC(=O)c2cc(-c3cccc(Br)c3)nc3ccccc23)CC1 | -1 | -1.2 | -6 | -2 | 1 | 103 | -1 | 2 | -2 | 17
CCOc1ccc(Nc2nc(N)c([N+](=O)[O-])c(N3CCN(C)CC3)n2)cc1 | 4 | -4.0 | -11 | -4 | -3 | 101 | 10 | 5 | 34 | -9.0
CC(Sc1nc2c(c(=O)[nH]1)CCCC2)C(=O)Nc1ccc(S(N)(=O)=O)cc1 (centres undefined) | 0 | -1.0 | -4 | -3 | -4 | · | 0 | -5 | 11 | -2.7
COc1ccc(/C=N/NC(=O)C(=O)NCC2CCCO2)cc1 (centres undefined) | -1 | 0.8 | -4 | 0 | -6 | 86 | -3 | 1 | -5 | -2.9
CC(C)NC(=O)C(Cc1ccccc1)N1C(=O)c2ccccc2C1=O (centres undefined) | 5 | -1.8 | -1 | -3 | -6 | 100 | 0 | -4 | 7 | -1.4
COc1ccc(S(=O)(=O)NNC(=O)c2ccc(-n3c(C)ccc3C)cc2)cc1 | · | -1.4 | · | -3 | · | 94 | 1 | -2 | 14 | -0.9
COc1ccc(NS(=O)(=O)c2cccc(C(=O)NCc3ccccc3CN3CCOCC3)c2)cc1 | -1 | 3.7 | -4 | -3 | -4 | 106 | 13 | 1 | -16 | -2.5
CCCCc1ccc(NC(=S)NCCO)cc1 | -2 | 0.3 | 1 | 5 | -5 | 80 | -1 | 3 | 3 | -2.1
Cc1ccccc1C(=O)OCCN1CCOCC1 | -4 | 0.3 | -3 | -1 | -2 | 94 | -5 | 3 | 5 | -2.7
COc1ccc(S(=O)(=O)N(C)C[C@@H]2Oc3ccc(NS(C)(=O)=O)cc3C(=O)N([C@@H](C)CO)C[C@H]2C)cc1 | 0 | 0.2 | 0 | -3 | -11 | 100 | · | 0 | 0 | -0.7
Cc1cc(C(=O)COC(=O)C2=COCCO2)c(C)n1-c1ccccc1 | 1 | 0.1 | -4 | -5 | 0 | 93 | 30 | 3 | -5 | -1.0
Cn1c(=S)n(C)c2ccccc21 | -1 | -1.0 | -4 | -1 | -9 | 97 | -1 | 3 | -5 | -2.5
O=C(/C=C/c1cccc([N+](=O)[O-])c1)NCCSCc1ccco1 | 1 | 1.3 | -2 | -1 | -10 | · | 32 | 1 | 7 | -3.6
C/C(=N\NC(=O)c1cc(-c2cccc(OC(C)C)c2)nc2ccccc12)c1cccnc1 | -4 | -0.4 | 2 | 0 | -2 | 109 | 0 | 0 | 29 | -1.3
Nc1c(-c2ccccc2)cnc2c(-c3ccccc3)cnn12 | -5 | 1.8 | · | -8 | -10 | 98 | -2 | 4 | 17 | -2.9
O=S(=O)(NCC(O)c1ccccc1)c1ccc(-c2ccccn2)s1 (centres undefined) | 0 | 0.8 | -8 | -2 | 4 | 103 | -1 | 6 | -23 | 0.5
Cc1ccc(C)c(C(=O)O/N=C(\N)c2ccc(Br)cc2)c1 | -8 | -2.1 | 0 | 0 | -8 | · | 27 | -6 | 17 | -1.4
O=C(CNC(=O)c1ccccc1F)NC1CCN(Cc2ccccc2)CC1 | -1 | 0.8 | -4 | -2 | 13 | · | -3 | -3 | 26 | -2.3
Cc1nc(-c2ccccc2)sc1C1(C)CC(c2ccccc2F)=NO1 (centres undefined) | -2 | -3.4 | -12 | -3 | 3 | 102 | · | -4 | 29 | -2.8
S=C(NCCSCc1ccccc1Cl)Nc1ccccc1 | -6 | 0.0 | -4 | 1 | 1 | 108 | 0 | 5 | -2 | -0.5
CC(C)(C)c1nnc(N/N=C/c2ccccc2O)n(N)c1=O | 3 | -0.5 | -5 | 3 | -15 | 85 | -9 | 1 | -12 | -0.8
O=C(NCc1ccc2c(c1)OCO2)c1ccco1 | 1 | -1.6 | · | -6 | -4 | 102 | -2 | 1 | 5 | -0.3

The final 2 records of the section above lead into the next:
SMILES | DAGLB inh | LANA DNA inh | CAL PDZ FP-1 | Keap1-Nrf2 PPI | Cardiac RTF inh | DSG3 Ab inh | NSD2 inh | V-ATPase pHluor | Arr AP2 block | CAL PDZ FP-2
CC(C)(C)c1nnc(N/N=C/c2ccccc2O)n(N)c1=O | 3 | -0.5 | -5 | 3 | -15 | 85 | -9 | 1 | -12 | -0.8
O=C(NCc1ccc2c(c1)OCO2)c1ccco1 | 1 | -1.6 | · | -6 | -4 | 102 | -2 | 1 | 5 | -0.3
O=c1cc(CN2CCN(Cc3ccccc3)CC2)c2cc(Cl)ccc2o1 | 3 | 3.4 | 0 | -1 | 5 | · | 6 | -3 | 6 | -1.2
CC[C@@H]1CCCCc2ccccc2[C@H](C(=O)C[C@H](O)CC(C)=O)OC1=O | 0 | 0.7 | 54* | 3 | 0 | 102 | · | 1 | 7 | -0.8
CCCNC(=O)c1ccc2c(=O)c(O)c(-c3ccc(C)cc3)[nH]c2c1 | 5 | -2.6 | -1 | -1 | -16 | 104 | · | 2 | 21 | 0.7
O=C(Nc1ccccn1)c1ccc(=O)[nH]n1 | 1 | -2.4 | -3 | -4 | 3 | 87 | 0 | 2 | -1 | -0.9
O=C(COC(=O)c1cc(=O)[nH]c(=O)[nH]1)Nc1cccc(Cl)c1 | 3 | -0.6 | 6 | -7 | 0 | 98 | 1 | -1 | 0 | -1.0
COc1cc(/C=N/NC(N)=O)cc([N+](=O)[O-])c1O | 0 | 1.9 | -3 | -1 | 6 | 92 | 13 | 3 | -3 | -3.2
CCOC(=O)c1sc(NC(=O)CN2C(=O)NC3(CCCCCCC3)C2=O)c(C(=O)OCC)c1C | 2 | -0.1 | -3 | -3 | -3 | 88 | 0 | 3 | 0 | -1.0
Cc1ccccc1Nc1c(F)c(F)c(F)c(F)c1C(=O)O | 2 | 0.0 | -1 | -2 | -2 | 98 | 2 | -1 | 11 | -0.5
COc1cc(C(=O)C(=O)c2ccc(OC)c(OC)c2)ccc1O | 1 | -0.9 | -3 | -1 | -11 | 97 | · | -2 | -8 | -0.7
CC/C(=C\c1ccc(Cl)cc1)c1ccncc1 | -8 | 1.5 | · | -1 | 4 | 90 | -1 | 1 | 7 | -0.7
CC(=O)N1CCN(CC(C)(C)NS(=O)(=O)c2ccccc2)CC1 | -2 | 0.4 | 3 | -1 | 0 | · | -1 | -1 | -6 | -0.7
Cc1ccc(S(=O)(=O)CCC(=O)OCc2nc(N)nc(Nc3ccccc3C)n2)cc1 | 1 | 0.2 | -3 | -3 | -9 | 104 | 1 | 0 | -12 | -2.3
COc1ccccc1NC(=O)C1=C(C)Nc2nc(CCCO)nn2C1c1ccc2c(c1)OCO2 (centres undefined) | 0 | 0.3 | · | -4 | -8 | 110 | -4 | -9 | -7 | -0.6

Source: PubChem
